# Screens deposited in PubChem BioAssay by several laboratories.
# DDE Tn6 FP inh: disrupts Tn6 cyclic peptide binding to fibrin D-Dimer-E complex; Fibrin DD(E) TRITC-Tn6 fluorescence polarization displacement; inhibition, % at 8.3 µM; 370,000 compounds, 0.21% hits; AID 720509;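 active = inhibition above a per-campaign cutoff: mean of compounds within control limits plus 3 SD, cut at about 15% in these data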;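 also: 0% = median of all compound wells on the plate and 100% = blocking peptide control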
# PLC-gamma1 inh: PLC-gamma1 (human) inhibition, primary screen. AID 720700. purified PLC-gamma1, fluorogenic substrate, fluorescence. 370,000 compounds, 0.84% hits. P19174. inhibition, % at 12.2 µM; in the data active = inhibition above about 9.5%
# ARFGAP1 inh: inhibitors of rat ARFGAP1; 360,000 compounds, 0.26% hits; Arfgap1-stimulated ARF1 GTP hydrolysis, GDP FP detection; AID 651572; inhibition, % at 16.5 µM; Q62848;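 active = inhibition above a per-plate limit, mean inhibition of low control wells plus 3 SD, cut at about 25% in these data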;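 also: 0% = DMSO wells with enzyme and 100% = wells lacking Arfgap1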
# Target sequence (Q62848 1-136 limits assumed): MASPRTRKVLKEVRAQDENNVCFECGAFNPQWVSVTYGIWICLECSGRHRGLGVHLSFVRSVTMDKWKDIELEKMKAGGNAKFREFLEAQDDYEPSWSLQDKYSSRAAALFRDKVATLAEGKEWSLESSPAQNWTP
#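 system = rat Arfgap1 catalytic domain, aa 1-136 | technique = FP, GDP Alexa 633 tracer displaced from anti-GDP antibody, 620/688 nm | compound = one concentration, 16.5 µM, DMSO 1.26% | medium = HEPES-based buffer, pH 7.5 | timing = compound-enzyme preincubation 20 min, reaction 120 min, detection 60 min, 25 °C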
# HGIII-sPLA2 inh: Blocks human group III sPLA2 activity. inhibition, % at 12.2 µM. 370,000 compounds, 0.56% hits. Q9NZ20. QFRET BODIPY PC-A2 liposome hydrolysis, fluorescence;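 active = inhibition above mean plus 3 SD of compounds lying within the high and low control bounds, cut at about 19% in these data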;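 also: 0% = median of test compound wells and 100% = no enzyme DMSO wells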
# NR1D1 modulator: modulates human Rev-erb alpha binding to DNA. Rev-erbα–FITC-DNA binding, fluorescence polarization, 90 min. AID 1259318. 370,000 compounds, 0.79% hits. activity, % at 10 µM;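 active = activity above about 14%, limit read from the data; passing the limit was not always enough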;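 also: 0% = DMSO wells with 35 nM protein and 100% = DMSO wells with 750 nM protein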
# UHRF1 binding: human UHRF1 methylated DNA binding inhibitors; UHRF1 binding to methylated oligo, TR-FRET; 370,000 compounds, 0.75% hits; AID 687016; Q96T88; inhibition, % at 4.4 µM; in the data active = inhibition above about 21%;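 also: UHRF1 SRA domain binding a hemimethylated CpG hairpin DNA probe; 0% = median of test compound wells and 100% = reference inhibitor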
# Tn7 DDE FP: inhibitors of Tn7 peptide binding to human fibrin DD(E); P02675; FP displacement of FITC-Tn7 peptide from fibrin DD(E); 0% = median of compound wells per plate; inhibition, % at 8.3 µM; 370,000 compounds, 0.13% hits;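 active = inhibition above the mean of compounds falling within the control limits plus 3 SD of them, cut at about 14% in these data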;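 also: 0% = plate median of compound wells and 100% = 10 µM Aha-Tn7 peptide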
#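 Also added: labelled Tn7 tracer, 0.1 µM; Assay system: human fibrin DD(E) protein; Amount: 2 µM fibrin DD(E); Schedule: 10 min compound pre-incubation, 3 h probe incubation at room temperature; Repeats: one replicate per compound; Read-out basis: percent inhibition; Measured by: fluorescence polarization of the labelled Tn7 tracer.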
# PLCb3 inh: inhibitors of human phospholipase C beta3; 370,000 compounds, 0.18% hits; Purified PLC-beta3, fluorogenic substrate, fluorescence; AID 720704; inhibition, % at 12.2 µM; Q01970; in the data active = inhibition above about 11%;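 also: 0% = median of compound wells on plate and 100% = full blocker control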
# ASAP1 inh: blocks human ASAP1-stimulated Arf1 GTP hydrolysis. Q9ULH1. GDP FP detection. inhibition, % at 16.5 µM. 360,000 compounds, 0.19% hits. AID 624377; in the data active = inhibition above about 25%;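 also: 0% = vehicle with enzyme and substrate and 100% = no enzyme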
# Target sequence (Q9ULH1 325-724 limits assumed): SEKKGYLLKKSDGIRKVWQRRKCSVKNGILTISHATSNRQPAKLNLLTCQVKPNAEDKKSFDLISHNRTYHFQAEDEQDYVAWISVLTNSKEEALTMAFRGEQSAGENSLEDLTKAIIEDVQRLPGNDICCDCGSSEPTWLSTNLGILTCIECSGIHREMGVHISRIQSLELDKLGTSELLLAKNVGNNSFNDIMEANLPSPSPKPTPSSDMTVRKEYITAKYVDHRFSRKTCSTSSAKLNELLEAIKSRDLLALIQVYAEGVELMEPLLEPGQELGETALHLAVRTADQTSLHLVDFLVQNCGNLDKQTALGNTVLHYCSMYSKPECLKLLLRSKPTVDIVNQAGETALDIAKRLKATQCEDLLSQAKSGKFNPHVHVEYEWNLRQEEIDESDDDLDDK
# proKLK7 act: proKLK7 (human) activation, primary screen; P49862; purified proKLK7, EDANS-DABCYL substrate fluorescence; 100% is mature enzyme control, 0% vehicle; activation, % at 7 µM; 370,000 compounds, 0.9% hits; AID 652039;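 active = activation above the mean of all tested compounds plus 3 SD, computed per campaign excluding outliers beyond control limits, cut at about 13% in these data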
# Target sequence (P49862 whole entry, looked up): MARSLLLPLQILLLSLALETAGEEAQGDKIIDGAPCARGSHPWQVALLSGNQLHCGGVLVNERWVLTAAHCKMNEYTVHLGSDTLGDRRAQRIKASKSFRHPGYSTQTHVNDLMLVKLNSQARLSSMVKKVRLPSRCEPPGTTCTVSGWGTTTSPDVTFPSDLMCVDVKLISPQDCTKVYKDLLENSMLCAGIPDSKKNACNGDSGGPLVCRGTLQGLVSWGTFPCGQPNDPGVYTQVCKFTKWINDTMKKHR
# * hit, by the source's call; i = inactive; / = no result given; & = joins results of further samples.
SMILES,DDE Tn6 FP inh,PLC-gamma1 inh,ARFGAP1 inh,HGIII-sPLA2 inh,NR1D1 modulator,UHRF1 binding,Tn7 DDE FP,PLCb3 inh,ASAP1 inh,proKLK7 act
CC(NC(=O)Cc1ccc(NC2=NC3CS(=O)(=O)CC3S2)cc1)c1ccccc1 (stereo unspecified),2,1,6,3,3,2,-4,3,5,0.1
CCC1(c2ccccc2)NC(=O)N(CC(=O)N2CCc3ccccc32)C1=O (stereo unspecified),7,1,-5,4,1,-7,6,-8,-8,-0.3
COc1ccccc1NC(=O)COC(=O)COc1cccc2c1OC(C)(C)C2,-1,-1,6,2,-8,3,0,-4,-7,0.6
Cc1ccccc1CNC(=O)Nc1ccc(Cl)cc1,-4,3,8,-4,-8,-3,4,-2,-14,-0.8
COc1ccc(NC(=O)Nc2c(C)n(C)n(-c3ccccc3)c2=O)cc1,0,-2,10,7,4,0,-1,2,7,-0.3
O=C(NCCOc1ccccc1)c1ccccc1Cl,1,1,-3,2,-7,-2,-3,-2,7,-0.3
CCCCn1c(N)c(N(CC)C(=O)c2cc(S(=O)(=O)N3CCCCCC3)ccc2OC)c(=O)[nH]c1=O,-4,3,-2,9,-2,0,-3,3,4,0.1
COc1ccc(OC)c(CC(NC(C)=O)C(=O)NC2CCN(c3cc(C)nc4ncnn34)CC2)c1 (stereo unspecified),2,-1,5,6,0,0,-2,-3,-3,0.1
CCOc1cccc(C(=O)Nc2ccc3ccccc3c2)c1,0,-4,4,1,7,-1,0,-8,4,0.4
COc1cccc(C(C(=O)NC2CCCC2)N(C(=O)c2csnn2)C2CC2)c1 (stereo unspecified),1,1,-7,1,1,1,0,-3,11,0.1
CC(C(=O)Nc1ccccc1)N1C(=O)c2ccccc2C1=O (stereo unspecified),2,-1,1,2,-2,-1,0,1,13,0.1
CCOC(=O)N1CCN(C(=S)NC2CCCC2)CC1,-1,2,8,3,-2,-2,-4,3,2,-0.5
COc1ccc(OC)c(CCNC(=O)CC2Oc3ccc(C)cc3NC2=O)c1 (stereo unspecified),7,-3,2,-4,-3,0,5,2,2,0.0
CCOc1ccc(-c2nnc(-c3ccccc3)n2-c2ccccc2)cc1,-1,-3,4,-4,-1,1,1,4,-2,-0.9
COc1cccc(C(=O)n2c(SC)nc3cc4c(cc32)OCCO4)c1,3,0,8,6,4,1,-4,3,8,0.0
CCN=C1NC(c2cccc(Cl)c2)C(C(=O)OC)=C(C)N1Cc1ccccc1C(F)(F)F (stereo unspecified),-7,-2,5,12,4,1,0,-4,-2,0.6
Cc1[nH][nH]c(=O)c1C(c1ccc(O)c(Br)c1)c1c(C)[nH][nH]c1=O,-7,-1,-1,-34,2,-10,11,-3,-11,0.3
NC1=NC(=O)/C(=C/c2cccs2)S1,1,15*,4,1,-1,-6,-1,2,6,0.2
C#CCN(C[C@H]1[C@H](OC(=O)Nc2cccs2)[C@H](OC(=O)Nc2cccs2)CN(C(=O)OC(C)C)N1C(=O)OC(C)C)S(=O)(=O)c1ccc(C)cc1,2,4,3,-10,0,1,-3,2,21,-0.5
O=C(Nn1c(O)c(C=C2N=c3ccccc3=N2)sc1=S)c1ccccc1Cl,-4,-34,7,-11,-3,-7,-4,-40,5,0.2
CCc1ccc(N=c2c([N+](=O)[O-])nn(-c3ccc4c(c3)OCCO4)n2O)cc1,3,-3,4,4,-6,-3,0,-4,-4,-0.4
CCN(CC)CCSc1nnc2c3cc(F)ccc3n(Cc3ccccc3)c2n1,-6,-1,-6,-12,8,-1,-1,-5,-7,0.0
Cc1ccc(N(CC(=O)N2CCCCCC2)S(C)(=O)=O)c(C)c1,-3,1,-6,3,3,0,-2,2,18,0.5
COc1ccc(C(=O)NCCNC(C)=O)cc1S(=O)(=O)NCc1ccc(Cl)cc1,5,-3,3,6,4,-1,9,0,-8,-0.5
COc1cccc(CSc2nnc(-c3ccncc3)n2N)c1,11,3,-8,-1,2,-2,4,-1,-4,0.2
# Following part
SMILES,DDE Tn6 FP inh,PLC-gamma1 inh,ARFGAP1 inh,HGIII-sPLA2 inh,NR1D1 modulator,UHRF1 binding,Tn7 DDE FP,PLCb3 inh,ASAP1 inh,proKLK7 act
O=C1N2c3ccccc3CCc3cccc(c32)C1(O)C(F)(F)F (stereo unspecified),-6,-1,13,-15,-4,0,-10,0,-1,-0.2
CC(OC(=O)CCCN=C1NS(=O)(=O)c2ccccc21)C(=O)Nc1ccc(F)c(F)c1F (stereo unspecified),-8,5,-5,6,2,0,2,0,6,0.8
N#CCSc1nc2ccccc2c(=O)n1CCC(=O)NCCc1ccccc1,1,0,-7,4,0,-1,9,-5,-7,-0.4
CCOC(=O)Cc1csc(SCC(=O)Nc2oc(C)c3c(C)n[nH]c(=O)c23)n1,2,-2,11,3,0,-3,3,-8,-1,-0.8
CN(CC(=O)Nc1cccc(F)c1)CC(=O)NC(c1ccccc1)c1ccccc1,-2,2,-5,-13,1,-5,-4,-3,14,-0.4
Cc1c(Cl)ccc2c(C(=O)Nc3cc(C(C)(C)C)on3)cc(-c3ccccn3)nc12,-5,-1,2,0,-4,-1,1,-7,2,0.5
O=C(Nc1ccccc1Cl)c1ccccc1Cc1ccccc1,1,-3,-10,-1,2,6,3,-1,-6,-0.3
O=C(Nc1ccccc1)N1CCN2C(=O)c3ccccc3C12c1ccccc1 (stereo unspecified),4,2,1,-24,2,19,-3,5,-9,0.5
Cc1[nH]nc2c1/C(=N\O)CC(C)(C)C2,-9,-1,8,1,-1,1,-6,1,-2,0.2
CCOC(=O)N1CCN(S(=O)(=O)c2ccc(C(=O)Nc3sc4c(c3C(N)=O)CC(C)(C)NC4(C)C)cc2)CC1,4,-176,2,-13,2,-1,-2,-201,5,57*
CCC1(C)Cc2ccccc2-c2nc(SC)[nH]c(=O)c21 (stereo unspecified),7,-4,0,-5,1,3,-1,-14,10,-0.7
COc1ccccc1/C=C(/C(=O)OCC(N)=O)c1ccccc1,2,-1,7,-4,1,-2,-3,-1,3,-0.3
COc1cccc(C2=NOC(C(=O)Nc3c(C)n(C)n(-c4ccccc4)c3=O)C2)c1 (stereo unspecified),-4,-1,5,4,1,1,3,-9,11,-0.2
Cc1ccccc1OCC(O)Cn1c(=N)n(CCN2CCOCC2)c2ccccc21 (stereo unspecified),6&-1,-2&2,8&-9,-4&3,0&3,-3&-1,-1&-7,-2&1,5&-4,0.1&-0.2
COc1ccc2oc(=O)c(C(=O)N3CCCC3)cc2c1,-3,-435,4,6,-4,16,1,i,-4,22*
CN(c1ccccc1)S(=O)(=O)c1ccc(C(=O)NCCc2ccccc2)cc1,1,-3,11,-13,-4,-1,3,3,-2,-0.6
COc1ccccc1N1CCN(C2CCCN(Cc3c(F)cccc3F)C2)CC1 (stereo unspecified),-5,-2,18,9,3,-1,0,-1,15,-0.4
CCn1nnnc1SCC(=O)N1c2ccccc2CCc2ccccc21,2,7,20,-1,-2,2,-5,1,2,-0.7
CCOP(=O)(OCC)/C(C#N)=C/c1ccc([N+](=O)[O-])cc1,-3,-1,-5,3,3,-2,4,-1,-5,-0.3
COCCN(C(=S)Nc1c(C)cc(C)cc1C)C(C)c1cccnc1 (stereo unspecified),5,6,15,-3,-1,1,3,3,-17,0.2
Cc1cccc(NC(=O)C2C(c3ccccc3)C2(Cl)Cl)c1 (stereo unspecified),-3,8,28*,2,-6,5,2,-5,-1,0.5
COc1ccc(NC(=O)CN2CCc3ccccc3C2)cc1,13,1,1,0,-1,0,1,-5,6,0.7
COc1cccc(C2C(C#N)=C(N)Oc3cc(C)n(Cc4ccco4)c(=O)c32)c1 (stereo unspecified),11,-8,-3,-4,3,-3,5,-8,10,0.2
Cc1cc2c3c(ccc(C)c3n1)N=CN2c1ccccc1,-7,i,4,-2,-2,2,5,i,-7,62*
CC12C=CC(=O)C=C1C(F)CC1C3CCC(O)(C(=O)CO)C3(C)CC(O)C12F (stereo unspecified),4,0,10,-2,-4,2,-9,4,7,-0.3
# Next part.
SMILES,DDE Tn6 FP inh,PLC-gamma1 inh,ARFGAP1 inh,HGIII-sPLA2 inh,NR1D1 modulator,UHRF1 binding,Tn7 DDE FP,PLCb3 inh,ASAP1 inh,proKLK7 act
CCOC(=O)C1CCN(C(=O)c2ccc3c(c2)NC(=O)/C(=C/c2ccccc2)S3)CC1,3,-15,-8,-9,2,0,7,-15,-4,-0.2
CCOc1ccccc1NC(=O)c1nc(S(=O)(=O)Cc2ccccc2)ncc1Cl,5,0,-15,2,4,18,4,-7,7,-0.4
Cc1ccccc1NC(=O)CCC(=O)OCC(=O)c1ccc(-c2ccccc2)cc1,-4,-2,-3,-1,0,3,2,-8,-6,0.4
Cc1nc2cc(Cl)c([N+](=O)[O-])cc2s1,4,2,5,-4,-4,-3,-5,1,-30,0.3
O=C(O)c1cc(-c2ccc(/C=C3\NC(=O)N(c4ccccc4)C3=O)o2)ccc1Cl,-7,-11,5,-7,-4,16,4,-16,-1,1.1
Cc1ccc(Cl)cc1N1CCN(C(=O)CSc2nnc3n2C(C)(C)Cc2ccccc2-3)CC1,-3,-2,-4,-10,3,0,6,-4,-2,0.6
C=CCN1[C@@H](CC(C)C)COc2cc(N3CCSCC3)ccc2S1(=O)=O,5,2,/,-4,-1,0,-2,2,/,0.0
CCCCSCc1cc(C(=O)O)oc1C(C)(C)C,-5,-2,-7,-4,4,2,-2,0,3,-0.5
CCOC(=O)[C@]12CCCCC/C=C\1N(Cc1ccc(OC)cc1)C(=O)[C@H]2CC(=O)NCC1CCCCC1,2,3,/,6,8,4,10,2,/,0.0
Cc1ccc(S(=O)(=O)Nc2cccc(-n3cnnn3)c2)cc1C,-1,-1,-3,-13,0,1,-2,-4,1,-0.2
COc1ccc(C2NC(=S)NC(C)=C2C(=O)Nc2ccccn2)cc1OC (stereo unspecified),8,0,-12,8,1,-2,7,-1,-1,0.1
Cc1nn(-c2ccccc2)c(Cl)c1/C=C1/C(=N)N2N=C(C(C)C)SC2=NC1=O,-4,-19,1,-12,-3,0,-3,-20,8,-0.1
Clc1ccc(OCc2nn[nH]n2)cc1,1,2,9,1,4,1,-2,-5,-1,0.5
CC(=O)c1c(C)n(-c2ccc(N(C)C)cc2)c2ccc(OCC(N)=O)cc12,-6,-55,1,3,2,6,-1,-78,5,1.0

# Given with each value named: part of the list above
> CCOc1ccccc1NC(=O)c1nc(S(=O)(=O)Cc2ccccc2)ncc1Cl
  DDE Tn6 FP inh: 5
  PLC-gamma1 inh: 0
  ARFGAP1 inh: -15
  HGIII-sPLA2 inh: 2
  NR1D1 modulator: 4
  UHRF1 binding: 18
  Tn7 DDE FP: 4
  PLCb3 inh: -7
  ASAP1 inh: 7
  proKLK7 act: -0.4

> Cc1ccc(Cl)cc1N1CCN(C(=O)CSc2nnc3n2C(C)(C)Cc2ccccc2-3)CC1
  DDE Tn6 FP inh: -3
  PLC-gamma1 inh: -2
  ARFGAP1 inh: -4
  HGIII-sPLA2 inh: -10
  NR1D1 modulator: 3
  UHRF1 binding: 0
  Tn7 DDE FP: 6
  PLCb3 inh: -4
  ASAP1 inh: -2
  proKLK7 act: 0.6
